Screening results as filed in PubChem BioAssay.
Giardia FBPA inh: inhibitors of Giardia lamblia fructose-1,6-bisphosphate aldolase; A8B2U2; purified Giardia FBPA; Potency, µM (titrated, usually from 59.6 µM), for the others: top-dose activity, negative = inhibition, actives largely listed as inhibitors; actives 0.71% (n = 290,000); AID 2451; also: potency is read from the fitted curve at half-maximal effect; nearly all actives have a fitted effect of over 55% in size
Target sequence (A8B2U2 whole entry, looked up): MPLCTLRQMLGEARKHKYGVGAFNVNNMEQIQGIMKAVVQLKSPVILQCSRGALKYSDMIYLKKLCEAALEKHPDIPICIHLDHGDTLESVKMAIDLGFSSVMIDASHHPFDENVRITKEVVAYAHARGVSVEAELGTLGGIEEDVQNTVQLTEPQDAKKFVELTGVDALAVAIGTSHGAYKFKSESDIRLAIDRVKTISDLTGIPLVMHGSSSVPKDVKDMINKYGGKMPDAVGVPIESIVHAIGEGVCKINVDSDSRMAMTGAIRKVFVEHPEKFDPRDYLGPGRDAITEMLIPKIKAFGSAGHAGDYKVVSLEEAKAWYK
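40 nM FBPA preincubated 10 min at RT with compound (up to 57.5 uM final), then substrate plus GAPDH/TPI/NAD/arsenate coupling and diaphorase/resazurin added. Fluorescence read after 20 min at RT, 525/598 nm.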
Sm TGR inh: S. mansoni TGR enzyme inhibition | Potency, µM (series often up to 114 µM), for inactives: at the highest dose activity change, negative = inhibition, actives largely listed as inhibitors | purified TGR, DTNB reduction, TNB absorbance 405 nm | actives 3% (n = 360,000) | Q962Y6 | AID 485364; also: potency is read from the fitted curve at half-maximal effect; nearly all actives have a fitted effect of over 60% in size
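Kinetic colorimetric format: TGR-catalysed, NADPH-driven DTNB reduction monitored via TNB absorbance. Enzyme dispensed at 20 nM; compound exposure 15 min at room temperature before reaction start.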
AMA1 RON2 block: inhibitors of Plasmodium falciparum AMA1-RON2 interaction | AlphaScreen AMA1-biotinylated RON2 peptide binding | Potency, µM (titrated, usually from 58.2 µM), for the others: at the top dose activity change, negative = inhibition, actives largely listed as inhibitors | AID 720542 | actives 0.2% (n = 360,000);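 also: potency is read from the fitted curve at half-maximal effect; 0% = vehicle wells and -100% = peptide control; nearly all actives have a fitted effect of over 45% in size; some results filed as inactive show a strong effect at the top dose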
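AMA1 (3D7) with his tag at 25 nM final met compounds first, then biotinylated RON2 peptide at 25 nM; detection used donor plus acceptor beads, 10 µg/mL apiece, read by AlphaScreen after 30 min at room temperature.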
AmpC detergent: inhibitors of E. coli AmpC beta-lactamase with detergent | actives 0.041% (n = 370,000) | P00811 | AmpC hydrolysis of nitrocefin, absorbance 480 nm, 0.01% Triton | Potency, µM (doses to about 114 µM), inactives show at the highest dose activity change, negative = inhibition, usual class: inhibitors;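 also: potency is read from the fitted curve at half-maximal effect; 0% = no-compound wells and -100% = no-enzyme wells; nearly all actives have a fitted effect of over 25% in size; some results filed as inactive show a strong effect at the top dose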
Target sequence (P00811 whole entry, looked up): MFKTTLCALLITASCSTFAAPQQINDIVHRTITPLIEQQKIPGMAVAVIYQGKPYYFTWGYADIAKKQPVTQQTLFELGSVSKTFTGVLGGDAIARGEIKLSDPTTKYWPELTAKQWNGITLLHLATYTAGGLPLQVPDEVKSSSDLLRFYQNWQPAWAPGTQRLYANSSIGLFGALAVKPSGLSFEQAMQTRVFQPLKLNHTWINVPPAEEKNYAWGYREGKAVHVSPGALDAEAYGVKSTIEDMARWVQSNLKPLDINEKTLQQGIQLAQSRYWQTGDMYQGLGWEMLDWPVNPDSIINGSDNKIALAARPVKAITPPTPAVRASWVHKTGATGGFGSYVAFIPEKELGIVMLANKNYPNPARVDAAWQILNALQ
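20 mM phosphate pH 7.0 + 0.01% (detergent screen) or 0.0001% Triton X-100; 5.3 nM AmpC reagent; cpd preinc 15 min RT; nitrocefin (800 uM stock) to start; A480 q20 s × 4 min; Activity was normalised to no-enzyme and no-compound control wells.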
HCMV inh: inhibitors of human cytomegalovirus; actives 4.5% (n = 410,000); activity change, negative = inhibition, % at 57.5 µM; HFF cells, HCMV-luciferase reporter, 72 h; hits give low values; in the data active = activity change below about -60%; inconclusive = no clear call, values can overlap the other calls; inactive = above about -39%
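After 16 h attachment at 37C, HFF cells received test compound and HCMV-luciferase (1 PFU/cell); reporter luminescence read 72 h later, data normalized against buffer-only and known inhibitor Salinomycin.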
AmpC inh no detg: inhibitors of E. coli AmpC beta-lactamase without detergent; actives 0.52% (n = 330,000); Potency, µM (titrated, usually from 57.1 µM), for inactives: top-dose activity change, negative = inhibition, most hits filed as inhibitors; AmpC nitrocefin hydrolysis, absorbance 480 nm, 0.0001% Triton; P00811; AID 485341;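 also: potency is read from the fitted curve at half-maximal effect; plate controls were no compound for no effect and no enzyme for full effect; nearly all actives have a fitted effect of over 20% in size; some results filed as inactive show a strong effect at the top dose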
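AmpC (5.3 nM in the dispensed reagent) in 20 mM phosphate pH 7.0 with 0.01% (detergent screen) or 0.0001% Triton X-100 was preincubated with compounds for 15 min at room temperature. Nitrocefin was then added from an 800 uM solution, and hydrolysis was followed at 480 nm.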
* marks the source's active call; other numbers are inactive results; ? = inconclusive; · = no result given; & = joins results of further samples; [ ] = another dose, or the depositor's remark. Unless noted, calls follow the shape of the dose curve; as a rule, active = well fitted curve in the direction sought with a large enough effect; inconclusive = small, poorly fitted or top-dose-only effect, or another doubt; inactive = no such curve, though single readings can be large; an effect the other way counts as inactive or inconclusive. Unless noted, % is scaled to controls: 0 for no effect and ±100 for the full control effect.

Fields – Giardia FBPA inh | Sm TGR inh | AMA1 RON2 block | AmpC detergent | HCMV inh | AmpC inh no detg
- Cn1ncc(N=Cc2ccccc2)c1C(=O)Nc1cccc(Cl)c1
 : -3% | 0% | -18% | -6% | -30 | -13%
- Cc1ccc(C)c(N=Nc2nc3ccccc3n2C)c1
 : -6% | 7% | 11µM* | 0% | ? | 5%
- COc1ccc(N/C(=N\c2nc(C)cc(C)n2)NC(C)=O)cc1OC
 : -25% | -11% | -9% | -6% | -19 | -12%
- C=CCn1c(=O)c(C#N)cc2c(=O)n3ccccc3nc21
 : -5% | 0% | 0% | -13% | 1 | -14%
- COc1ccc(C)cc1NCc1cc(=O)oc2cc(-c3ccccc3)c(O)cc12
 : -27% | -14% | 10% | -5% | 31 | 3.5µM*
- Fc1ccc(/C=N/NC(=S)Nc2ccc(Cl)cc2Cl)cc1
 : -1% | 1% | 142%[activator] | 0% | ? | 6%
- COc1cc(OC)c(C2CC(=O)N3CN(c4ccc(C)cc4)CSC3=C2C#N)cc1OC (centres undefined)
 : ? | 8.9µM* | 11% | ? | 64 | -20%
- O=C1COc2ccc(S(=O)(=O)NCCc3ccc(Cl)cc3)cc2N1
 : 2% | 6% | 40%[activator] | -5% | -22 | -46%
- COc1ccc([N+](=O)[O-])cc1NC(=O)Cn1ccsc1=N
 : -5% | -1% | -3% | 5% | -16 | -16%
- CCOc1cc(CNS(=O)(=O)c2ccc3c(c2)CC(=O)N3C)cc(OCC)c1OCC
 : 3% | 5%&-3% | -10% | -9%&-3% | -18&5 | 59%
- Cn1c(C(=O)NCC2CCCO2)cc2c(=O)n(C)c3ccccc3c21 (centres undefined)
 : -14% | -20% | 0% | ? | 3 | 29%
- O=C(CSc1ccccc1Cl)N1CCC(c2nc3ccccc3s2)CC1
 : -3% | 7% | -5% | -12% | 2 | 50%
- NC(CO)C(=O)NNCc1ccc(O)c(O)c1O (centres undefined)
 : 7.9µM* | 0.32µM* | ? | ? | ? | -27%
- CCC1(c2ccc(F)cc2)NC(=O)N(CC(=O)Nc2cccc(S(=O)(=O)N3CCCCC3)c2)C1=O (centres undefined)
 : · | 8% | 2% | 1% | -39 | -20%
- CCc1ccc(C2C3=C(CC(C)(C)CC3=O)OC3=C2C(=O)CC(C)(C)C3)cc1
 : 6% | -14% | -1% | -6% | -8 | -24%

Record cards (already shown).
CCOc1cc(CNS(=O)(=O)c2ccc3c(c2)CC(=O)N3C)cc(OCC)c1OCC as listed: Giardia FBPA inh = 3%; Sm TGR inh = 5%&-3%; AMA1 RON2 block = -10%; AmpC detergent = -9%&-3%; HCMV inh = -18&5; AmpC inh no detg = 59%
COc1cc(OC)c(C2CC(=O)N3CN(c4ccc(C)cc4)CSC3=C2C#N)cc1OC (centres undefined) as listed: Giardia FBPA inh = ?; Sm TGR inh = 8.9µM*; AMA1 RON2 block = 11%; AmpC detergent = ?; HCMV inh = 64; AmpC inh no detg = -20%

The main list resumes, starting 3 compounds before the break.
Fields – Giardia FBPA inh | Sm TGR inh | AMA1 RON2 block | AmpC detergent | HCMV inh | AmpC inh no detg
- NC(CO)C(=O)NNCc1ccc(O)c(O)c1O (centres undefined)
 : 7.9µM* | 0.32µM* | ? | ? | ? | -27%
- CCC1(c2ccc(F)cc2)NC(=O)N(CC(=O)Nc2cccc(S(=O)(=O)N3CCCCC3)c2)C1=O (centres undefined)
 : · | 8% | 2% | 1% | -39 | -20%
- CCc1ccc(C2C3=C(CC(C)(C)CC3=O)OC3=C2C(=O)CC(C)(C)C3)cc1
 : 6% | -14% | -1% | -6% | -8 | -24%
- O=C(CCNC(=O)c1ccccc1Cl)OCC(=O)c1ccccc1
 : 3% | 2% | 0% | 4% | -2 | -28%
- COC(=O)[C@H](Cc1ccccc1)NC(=O)N1CCCCC1
 : 3% | -9% | -1% | -1% | -10 | 2%
- COc1cccc(NC(=O)CN(C)C(=O)c2ccc(OCC3CCCO3)cc2)c1 (centres undefined)
 : · | -15% | -16% | -7% | 8 | 12%
- COc1ccc(C2=CC3=C(Br)C(=O)C(C)(O)C(=O)C3=CO2)cc1 (centres undefined)
 : 9%&-20% | 8.9µM* | -27% | -6% | · | -26%
- O=C(N/N=C/C(Br)=C/c1ccccc1)c1ccccc1[N+](=O)[O-]
 : 6% | -33% | -7% | 2% | 21 | -33%
- Cc1cc(NC(=O)c2ccc(Cl)cc2)n(CCC#N)n1
 : 0% | 5% | 2% | -3% | 5 | -15%
- CCCCC(=O)Oc1c(S(=O)(=O)c2ccccc2)c(C)nn1C(C)(C)C
 : 5% | 3% | -16% | 1% | -12 | 40%
- NC1=NC(=O)/C(=C\c2ccco2)S1
 : ? | 3.2µM* | 1% | -13% | 0 | -21%
- O=[N+]([O-])c1cc(S(=O)(=O)CCCN2CCOCC2)ccc1F
 : 1% | 7.1µM* | 0% | 4% | 24 | -21%
- Cc1cccc(-n2c(SCC(=O)Nc3ccc(C)c(C)c3)nc3n[nH]c(C)c3c2=N)c1
 : · | -1% | · | -5% | -28 | ·
- O=C(Nc1ccc(S(=O)(=O)N2CCCC2)cc1)c1ccc2c(=O)n3c(nc2c1)CCCCC3
 : 0% | -16% | 10% | -12% | -90* | -56%
- CNC(=O)c1[nH]cnc1C(=O)Nc1ccccn1
 : -14% | · | -1% | -7% | 112 | -10%
- CCc1c(C)sc(NC(=O)CN2CCN(C(=O)c3ccco3)CC2)c1C(=O)OC
 : · | ? | -2% | 3% | -15 | 189%[activator]
- O=C(Oc1ccc2c(=O)c(Cl)coc2c1)c1ccncc1
 : -2% | 8.9µM* | 10% | ? | 7 | 14%
- O=C(N/N=C/c1ccccc1F)c1cccc2ccccc12
 : 1% | 14% | -7% | -5% | -1 | -4%
- CCOc1ccc(-c2cn3ccccc3n2)cc1
 : -16% | · | 0% | 5% | 22 | -7%
- COc1cc(CN2CC=C(c3ccc(F)cc3)CC2)cc(OC)c1
 : -22% | 1% | -11% | -16% | -4 | 3%
- Cc1c(CCNS(=O)(=O)c2ccccc2)sc2nc(-c3ccc(Cl)cc3)nn12
 : · | 7% | · | 1% | -75* | ·
- COc1cccc(-c2nc(CS(=O)(=O)CC(=O)Nc3ccccc3Br)c(C)o2)c1
 : -1% | -32% | -5% | 4% | -16 | -2%
- CC(C)C[C@H](NC(=O)Nc1ccc2c(c1)OCCO2)C(=O)O
 : 9% | 5% | 0% | 7% | 0 | -18%
- COc1ccc(/C=C2\C(=O)N(Cc3ccc(F)cc3)CC(=O)N2Cc2ccccc2)cc1
 : 4% | 9% | -7% | -4% | -26 | 19%
- O=C1c2ccccc2C2(c3ccc(Cl)cc3)NCCN12 (centres undefined)
 : 2% | 32% | 25% | -20% | -14 | 17%
- COc1ccc(N2CCN(C(=O)C3(S(=O)(=O)c4ccc(C)cc4)CC3)CC2)cc1
 : 2% | -7% | -17% | ? | -14 | 93%[activator]
- CCOc1ccc(-n2c(C)c(C(C)=O)c(C(C)=O)c2C)cc1
 : 5% | 0% | -4% | ? | ? | -3%
- O=C(NC1CCCCC1)N1CCN(c2ncccn2)CC1
 : 2% | 1% | 4% | 2% | -1 | -10%
- O=[N+]([O-])c1ccc(-c2nc(NCc3ccccc3)c3ccccc3n2)cc1
 : -4% | 18% | -1% | ? | -8 | -12%
- COc1ccc(OC)c(NC(=O)CSc2nc(-c3ccccc3C)nc3cc(=O)[nH]n23)c1
 : · | 8% | · | 8% | -12 | ·
- O=C(CSc1ccccn1)Nc1ccc(N2CCOCC2)cc1
 : -4% | -9% | -18% | 1% | 9 | -10%
- CCn1ncc(CNC(=O)C2(C)CC2(Br)Br)c1C (centres undefined)
 : -1% | -2% | -9% | 0% | ? | -9%
- COc1cc(OC)cc(C(=O)NCC(=O)N2CCN(S(=O)(=O)c3ccccc3F)CC2)c1
 : · | · | -3% | · | 9 | -25%
- COc1cc(CN(C)Cc2cc(=O)oc3cc(C)c(Cl)cc23)ccc1OC(F)F
 : 6% | -3% | -1% | 1% | -20 | -2%
- Cc1cc(NC(=O)CSc2ccccc2)no1
 : 3% | -22% | -3% | -7% | -102* | -12%
- CCOc1ccc(C(=O)Nc2ccc3oc(-c4ccncc4)nc3c2)cc1
 : · | -19% | · | 8% | -20 | ·
- CCOC(=O)c1c(C)c(C(=O)Nc2ccc(N(C)C)cc2)c(C)n1CC
 : -1% | -1% | -18% | -12% | -14 | 21%
- O=C(O)C(c1ccccc1)N1C(=O)/C(=C/c2cccs2)SC1=S (centres undefined)
 : 5% | -17% | -11% | -2% | ? | -34%
- C=CCNC(=S)NNc1nc2c(c(=O)[nH]1)C1(CCCCC1)Cc1ccccc1-2
 : 3% | -2% | 45%[activator] | 4% | ? | -43%
- CCCCCCC/C=N/Nc1nnc(Cc2ccccc2)c(=O)[nH]1
 : 3% | 6% | 7% | 2% | 17 | -34%
- Cc1nn(Cc2ccc(Cl)cc2)c(C)c1NC(=O)c1c(-c2ccccc2)noc1C
 : -3% | 0% | -2% | -2% | ? | 57%
- COc1ccc(OC)c(NC(=O)C(=O)NCCC2=CCCCC2)c1
 : -4% | -2% | -4% | -6% | -19 | -10%
- Cc1[nH]nc(SCC(=O)NCc2ccccc2)c1[N+](=O)[O-]
 : 0% | -5% | 12% | -4% | ? | -21%
- CCCn1cc(CN2CCCC(CNC(=O)c3ccc(F)cc3)C2)c(C)n1 (centres undefined)
 : 2% | 13% | 6% | -4% | ? | -22%
- NC(=O)N/N=C/C=C/c1ccccc1
 : 3% | · | 4% | -5% | 97 | -12%
- COc1ccc(-c2c(C)c3ccc(OCC(C)=O)cc3oc2=O)cc1
 : -7% | 4% | · | ? | · | -4%
- COc1ccc(-n2ncc3c2CC(C)(C)CC3NC(=O)C2=CC(=O)CC(C)(C)O2)cc1 (centres undefined)
 : · | -35% | -6% | -3% | 8 | 134%[activator]

As entered above.
In Giardia FBPA inh, C=CCNC(=S)NNc1nc2c(c(=O)[nH]1)C1(CCCCC1)Cc1ccccc1-2 has the entry 3%
In Giardia FBPA inh, COc1cc(CN(C)Cc2cc(=O)oc3cc(C)c(Cl)cc23)ccc1OC(F)F has the entry 6%
